Screening data as filed in PubChem BioAssay.
IL1B NFkB pot = enhances IL-1B driven NFkB nuclear translocation. HUVEC IL-1B NFkB p65 nuclear translocation imaging. activation, % at 2 µM. actives 0.3% (n = 94,000). AID 819;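 active means activation above 40%, about the mean plus 3 SD, also judged a hit on visual image review; inconclusive means activation above 40% but not a hit on visual review; inactive means activation not above 40% and no visual hit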;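 further: percent activation is computed from the nuclear over cytoplasmic p65 intensity ratio; values of inactives mirror those of a sister screen read the other way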
Bcl-B TR3 displacers = displacers of TR3 peptide from Bcl-B, primary screen, selectivity assay for Bfl-1 inhibitor project, biochemical, fluorescence polarization; FP displacement of FITC-TR3 peptide from Bcl-B; higher % means a stronger effect; displacement, % at 20 µM, or IC50 in µM where a hit was titrated; actives 0.11% (n = 96,000); AID 748;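 active means displacement above 50% at 20 µM plus a fluorescence interference ratio under 1.5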;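 further: plate controls were wells without compound for no effect and wells lacking Bcl-B protein for full effect; a part of the inactive calls stands beside numbers as strong as those of hits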
MRP resist rev = reverses drug resistance mediated by MRP | H69AR cells + 2 uM doxorubicin, CellTiter-Glo, 72 h | differential viability (reversal), % at 10 µM | AID 602 | actives 0.04% (n = 85,000);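 active means viability drop by adding the cancer drug above about 55%, with treated viability meeting a 40% cutoff, limit read from the data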;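 further: viability without doxorubicin minus viability with 2 µM doxorubicin for each compound; larger differential means the compound sensitizes cells more to doxorubicin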
PLAP inhibition = PLAP enzyme inhibitors, biochemical, luminescence, HTS (AID 690) | purified PLAP, luminescent substrate; higher % means a stronger effect | inhibition, % at 20 µM, or IC50 in µM where a hit was titrated | actives 0.08% (n = 96,000); in the data active means a potency from the dose series; inactive means the rest, 99 in 100 with inhibition below about 30%; further: strong numbers were not always called active
IL1B NFkB inh = blocks IL-1B driven NFkB nuclear translocation in HUVEC cells; AID 796; HUVEC IL-1B NFkB p65 nuclear translocation imaging; actives 0.43% (n = 94,000); inhibition, % at 2 µM;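 active means inhibition above about 30% together with a positive call from visual inspection of the well image, limit read from the data; inconclusive means inhibition above a set limit but visual check negative; inactive means inhibition not above a set limit, visual check negative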;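 further: nuclear over cytoplasmic p65 intensity ratio measured by imaging; 0% = IL-1B stimulated DMSO wells and 100% = unstimulated DMSO wells; values of inactives mirror those of a sister screen read the other way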
MRP resist rev cytotoxicity = also measured in MRP resist rev; calls as there; viability, %; H69AR cells, CellTiter-Glo, 72 h; measured here: cytotoxicity without doxorubicin
MRP resist rev with doxorubicin = recorded beside MRP resist rev, whose call it bears; viability, %; measured here: viability with 2 uM doxorubicin; stronger effect = lower value
IL1B NFkB inh cell count 2 µM = second read-out of IL1B NFkB inh, no call of its own (marks repeat the call); cell count; measured here: cells passing quality filter;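 raw number of nuclei counted in each imaged well without normalization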
IL1B NFkB pot cell count 2 µM = recorded beside IL1B NFkB pot, whose call it bears; cell count; measured here: cells passing quality filter
Numbers without * were called inactive; ? = inconclusive; . = not tested or not shown. A portion of the library, so the mix of outcomes need not match the whole.

SMILES	IL1B NFkB pot	IL1B NFkB pot cell count 2 µM	Bcl-B TR3 displacers	MRP resist rev	MRP resist rev cytotoxicity	MRP resist rev with doxorubicin	PLAP inhibition	IL1B NFkB inh	IL1B NFkB inh cell count 2 µM
CCOC(=O)C1CCCN(C(=O)c2cc3nc(-c4cccc(OC)c4)cc(C(F)(F)F)n3n2)C1 (stereo not given)	0	187	-7%	17	83	66	-23%	0	187
Cc1csc2ncc(C(=O)Nc3ccccc3F)c(=O)n12	.	.	-2%	-8	71	79	6%	.	.
CC(C)C(=O)Nc1cccc(NC(=O)c2cccnc2)c1	-6	145	0%	4	86	82	-10%	6	145
O=C(COC(=O)c1ccc(NS(=O)(=O)c2ccc3c(c2)OCCO3)cc1)NCC1CCCO1 (stereo not given)	13	110	-1%	15	99	84	-57%	-13	110
CCc1ccc2oc(-c3cc(N)ccc3O)nc2c1	9	158	3%	-12	32	44	-23%	-9	158
COc1ccc(CCN2CC(C(=O)O)CC2=O)cc1OC (stereo not given)	31	61	18%	-10	86	96	-9%	-31	61
COc1ccc([C@@H]2Sc3cc(OC)ccc3N(CCN(C(C)C)C(C)C)C(=O)[C@H]2OC(C)=O)cc1	5	107	.	13	89	76	.	-5	107
COc1ccc(C2c3c(oc4ccccc4c3=O)C(=O)N2c2ccccn2)cc1 (stereo not given)	.	.	-10%	-2	78	80	19%	.	.
COc1ccc(-c2cc(=O)[nH]c(=O)[nH]2)cc1	12	121	.	.	.	.	.	-12	121
Cc1ccc(S(=O)(=O)N2CCN(c3nc(C)c4c(c3C#N)CC(C)(C)OC4)CC2)cc1	.	.	-8%	.	.	.	-75%	.	.
CCOC(=O)N/N=C/c1ccc(F)cc1	-9	101	2%	.	.	.	-27%	9	101
CCOC(=O)N1CCC(NC(=O)CSCc2nc(-c3ccc(OC)c(OC)c3)oc2C)CC1	0	140	7%	5	80	75	-33%	0	140
CCN(CC)c1cccc(OCC(=O)N(C)CCC#N)c1	-4	118	-39%	-5	98	104	-17%	4	118
Cc1ccc(NC(=O)C2CCN(C(=O)NC3CCCCC3)CC2)cc1Cl	-3	126	2%	16	96	81	3%	3	126
O=C1CSC(c2ccc3c(c2)OCO3)N1c1ccc(Oc2ccccc2)cc1 (stereo not given)	-6	151	-2%	-16	79	95	-2%	6	151
O=C(Nc1ccc(N2CCOCC2)cc1)c1cccnc1	8	84	.	-3	107	110	.	-8	84
COc1ccc(S(=O)(=O)N2CCC(C(=O)c3ccc4c(c3)OCCO4)CC2)cc1	-6	170	.	10	97	87	.	6	170
O=C(NCc1cccnc1)Nc1ccc(F)cc1F	.	.	-5%	-3	93	96	-23%	.	.
COc1ccc(CNC(=O)COC(=O)c2cnccn2)cc1	15	111	-2%	6	96	90	-9%	-15	111
CN(C)C(=O)CSc1nc(-c2ccccc2)nc2c1CCCC2	5	132	.	-29	40	69	.	-5	132
O=C(/C=C/c1ccccc1)NC(=S)NNC(=O)c1ccco1	7	126	.	-54	25	79	.	-7	126
Cc1cc(=O)[nH]c(SCC(=O)Nc2nnc(CC(C)C)s2)n1	-8	129	-3%	7	102	95	-13%	8	129
CC1(C(=O)NC2CCCC2)CCC(=O)N1CCC1=CCCCC1 (stereo not given)	5	183	5%	-4	95	99	-36%	-5	183
COc1cccc(-c2cc(C(F)(F)F)n3ncc(C(=O)NCC4CCCO4)c3n2)c1 (stereo not given)	22	79	-5%	-6	60	65	-14%	-22	79
CCNC(=O)CC1C(=O)N(c2ccccc2)C(=O)N1Cc1ccc(OC)cc1 (stereo not given)	1	145	-3%	-3	85	88	-12%	-1	145
C=CCNc1nc2c(c(=O)n(C)c(=O)n2C)n1Cc1ccc(F)cc1	6	167	-4%	16	101	85	4%	-6	167
O=C(NCc1cccs1)c1ccncc1	12	109	0%	10	105	95	4%	-12	109
CCC(C)C(NC(=O)OC(C)(C)C)C(=O)NCc1ccco1 (stereo not given)	-6	179	-7%	13	101	88	9%	6	179
CC(=O)c1cc(F)c(N2CCN(C(=O)C(C)(C)C)CC2)cc1C	7	141	5%	-17	93	110	-38%	-7	141
Cc1ccc(C(=O)Cn2c(NCCO)nc3ccccc32)cc1	-23	150	2%	8	95	87	-59%	23	150
O=C(CSc1ccc(Cl)cc1)N1CCOCC1	-6	99	-4%	6	91	85	16%	6	99
CCCCNC(=O)CSc1nccn1Cc1ccccc1	12	82	-6%	1	99	99	10%	-12	82
COc1cc(C=O)ccc1OCCOCCOc1ccc(Cl)cc1Cl	-12	125	.	.	.	.	.	12	125
CC(=O)c1cccc(NC(=O)COc2ccccc2)c1	-2	120	-2%	-7	89	96	12%	2	120
COC(=O)Cc1ccc(NC(=O)c2ccc(C)c(C)c2)cc1	-1	169	-7%	-9	81	90	-6%	1	169
Cc1cc(C)n(-c2nc3ccccc3nc2Nc2ccc3[nH]c(=O)[nH]c3c2)n1	7	156	12%	.	.	.	7%	-7	156
CCOC(=O)C1CCCN(CCC(=O)Nc2c(C(=O)OC)[nH]c3cc(OC)ccc23)C1 (stereo not given)	-4	65	-1%	16	95	79	-16%	4	65
CCCNC(=O)c1cc(C)no1	.	.	13%	-8	101	109	3%	.	.
CCCCCCCCC(=O)N/N=C/c1cccc(Br)c1	12	158	-2%	.	.	.	2%	-12	158
CCOC(=O)COc1ncn(-c2ccccc2)n1	6	223	2%	5	93	88	15%	-6	223

Reformatted with values under each structure: entries from further up
Order of values – IL1B NFkB pot, IL1B NFkB pot cell count 2 µM, Bcl-B TR3 displacers, MRP resist rev, MRP resist rev cytotoxicity, MRP resist rev with doxorubicin, PLAP inhibition, IL1B NFkB inh, IL1B NFkB inh cell count 2 µM
- C=CCNc1nc2c(c(=O)n(C)c(=O)n2C)n1Cc1ccc(F)cc1
    6, 167, -4%, 16, 101, 85, 4%, -6, 167
- O=C(NCc1cccs1)c1ccncc1
    12, 109, 0%, 10, 105, 95, 4%, -12, 109
- CCC(C)C(NC(=O)OC(C)(C)C)C(=O)NCc1ccco1 (stereo not given)
    -6, 179, -7%, 13, 101, 88, 9%, 6, 179
- CC(=O)c1cc(F)c(N2CCN(C(=O)C(C)(C)C)CC2)cc1C
    7, 141, 5%, -17, 93, 110, -38%, -7, 141
- Cc1ccc(C(=O)Cn2c(NCCO)nc3ccccc32)cc1
    -23, 150, 2%, 8, 95, 87, -59%, 23, 150
- O=C(CSc1ccc(Cl)cc1)N1CCOCC1
    -6, 99, -4%, 6, 91, 85, 16%, 6, 99
- CCCCNC(=O)CSc1nccn1Cc1ccccc1
    12, 82, -6%, 1, 99, 99, 10%, -12, 82
- COc1cc(C=O)ccc1OCCOCCOc1ccc(Cl)cc1Cl
    -12, 125, ., ., ., ., ., 12, 125
- CC(=O)c1cccc(NC(=O)COc2ccccc2)c1
    -2, 120, -2%, -7, 89, 96, 12%, 2, 120
- COC(=O)Cc1ccc(NC(=O)c2ccc(C)c(C)c2)cc1
    -1, 169, -7%, -9, 81, 90, -6%, 1, 169
- Cc1cc(C)n(-c2nc3ccccc3nc2Nc2ccc3[nH]c(=O)[nH]c3c2)n1
    7, 156, 12%, ., ., ., 7%, -7, 156
- CCOC(=O)C1CCCN(CCC(=O)Nc2c(C(=O)OC)[nH]c3cc(OC)ccc23)C1 (stereo not given)
    -4, 65, -1%, 16, 95, 79, -16%, 4, 65
- CCCNC(=O)c1cc(C)no1
    ., ., 13%, -8, 101, 109, 3%, ., .
- CCCCCCCCC(=O)N/N=C/c1cccc(Br)c1
    12, 158, -2%, ., ., ., 2%, -12, 158
- CCOC(=O)COc1ncn(-c2ccccc2)n1
    6, 223, 2%, 5, 93, 88, 15%, -6, 223

Sorted by molar mass (low to high): 3 of the compounds above
SMILES	IL1B NFkB pot	IL1B NFkB pot cell count 2 µM	Bcl-B TR3 displacers	MRP resist rev	MRP resist rev cytotoxicity	MRP resist rev with doxorubicin	PLAP inhibition	IL1B NFkB inh	IL1B NFkB inh cell count 2 µM
COC(=O)Cc1ccc(NC(=O)c2ccc(C)c(C)c2)cc1	-1	169	-7%	-9	81	90	-6%	1	169
COc1ccc(CNC(=O)COC(=O)c2cnccn2)cc1	15	111	-2%	6	96	90	-9%	-15	111
CN(C)C(=O)CSc1nc(-c2ccccc2)nc2c1CCCC2	5	132	.	-29	40	69	.	-5	132

Other entries
SMILES	IL1B NFkB pot	IL1B NFkB pot cell count 2 µM	Bcl-B TR3 displacers	MRP resist rev	MRP resist rev cytotoxicity	MRP resist rev with doxorubicin	PLAP inhibition	IL1B NFkB inh	IL1B NFkB inh cell count 2 µM
Cc1ccc(OCCn2nc3ccccc3n2)c(C)c1	-10	104	-9%	-6	99	105	9%	10	104
Cc1nc(CN2CCN(C(=O)NC3(c4ccccc4)CC3)CC2)cs1	8	82	-11%	16	108	92	-7%	-8	82
Cc1ccc(S(=O)(=O)NCC(=O)NC2CCCCCC2)cc1	?	.	0%	11	94	83	-26%	-44	134
Fc1ccc(CN2CCCCCCC2)cc1F	13	169	-11%	-9	85	94	8%	-13	169
COc1cccc(NC(=O)Cn2cc3c(n2)CCCCC3)c1	-3	181	-1%	23	105	82	-5%	4	181
Cc1nn2c(-c3ccccc3)c(-c3ccccc3)nc2[nH]c1=O	.	.	-6%	-19	55	74	-35%	.	.
CC(C)(C)c1csc(NC(=O)CSc2nc3ccccc3c(=O)[nH]2)n1	-6	98	48%	9	90	81	-34%	6	98
COCON1C(=O)CN(C(C)=O)C1c1ccc(Cl)cc1Cl (stereo not given)	20	171	-2%	-3	93	96	15%	-20	171
COc1ccc(NC(=O)NS(=O)(=O)c2ccc(C)cc2)c(OC)c1	9	121	-4%	-14	86	99	2%	-9	121
CS(=O)(=O)N1CCN(C(=O)C(Sc2ccccc2)c2ccccc2)CC1 (stereo not given)	5	127	-8%	39	97	58	15%	-4	127
COC(=O)c1ccc(CN(Cc2ccc(C(=O)OC)o2)C(C)(C)C)o1	-1	117	-12%	15	110	95	-11%	1	117
Cc1cccc(C2Nc3ccccc3C(=O)N2c2ccccc2)n1 (stereo not given)	-8	162	-3%	6	98	92	-6%	8	162
O=C(c1cccs1)c1no[n+]([O-])c1C(=O)c1cccs1	-2	149	4%	.	.	.	1%	2	149
Cn1c(C(=O)N2CCN(c3cccc(C(F)(F)F)c3)CC2)cc2sccc21	.	.	-11%	.	.	.	-10%	.	.
CCn1c(COc2ccccc2C(N)=O)nc2ccccc21	31	164	.	0	95	94	.	-31	164
O=c1[nH]nc(Cc2ccc(-c3ccccc3Cl)o2)c2ccccc12	6	109	-6%	.	.	.	1%	-6	109
O=C(OC1CCc2ccccc2C1=O)c1ccccc1O (stereo not given)	10	153	-5%	-8	81	88	25%	-10	153
CCCN(CC1CC1)c1nc(N)c(C#N)c(CC#N)c1C#N	-2	152	-9%	.	.	.	0%	2	152
C(=N\n1cnnc1)/c1cccs1	-1	103	3%	6	97	91	5%	1	103
O=C(Nc1cccc(NC(=O)C2CC3CCCC(C2)C3=O)n1)C1CC2CCCC(C1)C2=O (stereo not given)	23	102	5%	9	96	87	-13%	-23	102
Cc1nn2c(-c3ccc(Cl)cc3Cl)nnc2s1	-11	123	0%	-3	96	99	-11%	11	123
COc1ccc(/C=C2\CN(Cc3ccccc3)C/C(=C\c3ccc(OC)cc3OC)C2=O)c(OC)c1	3	145	-16%	.	.	.	-7%	-3	145
